From PubChem
HRas wt GTP bind = modulators of GTP binding to HRas wildtype, primary screen, biochemical, bead-based flow cytometry, multiplex; 190,000 compounds, 0.14% hits; GTP binding activity, % at 10 µM; GST-Ras wt beads, Bodipy-FL-GTP binding; actives lie on both sides; GTPase HRas (Homo sapiens), P01112;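 active means GTP binding activity at least 20% away from the 100% baseline, either lowered as inhibitor or raised as activator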;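 further: 0% = unlabeled GTP competition control and 100% = no-compound control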
Target sequence (P01112 whole entry, looked up): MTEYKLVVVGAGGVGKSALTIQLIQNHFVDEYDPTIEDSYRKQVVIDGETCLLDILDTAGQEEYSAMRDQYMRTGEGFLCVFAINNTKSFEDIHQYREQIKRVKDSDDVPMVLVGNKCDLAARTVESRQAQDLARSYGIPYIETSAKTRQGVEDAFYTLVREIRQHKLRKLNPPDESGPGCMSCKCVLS
Rab7 wt GTP bind = modulators of GTP binding to Rab7, primary screen, biochemical, wildtype, multiplex bead flow cytometry; Rab7 GTPase wild type (dog), Bodipy-FL-GTP binding; GST-Rab7 beads, fluorescent GTP binding; actives lie on both sides; untreated = 100%, excess cold GTP = 0%; GTP binding activity (percent of control), % at 10 µM; 190,000 compounds, 0.055% hits; AID 758, 2007;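 active means fluorescent GTP binding to Rab7 beads changed by at least 20 points from the 100% baseline, either direction, mostly lower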;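 further: median green fluorescence of bound Bodipy-FL-GTP per Rab7 bead population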
Rac1 mut GTP = GTP binding modulators of activated mutant Rac1, primary screen, biochemical, bead-based flow cytometry, multiplex, fluorescent GTP; AID 764, 2007; 190,000 compounds, 0.11% hits; percent activity (GTP binding), % at 10 µM; GST-Rac1 activated beads; actives lie on both sides; 100% means binding = to untreated wells;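 active means GTP binding at least 20 percentage points away from the 100% baseline, in either direction, so actives lie on both sides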
Cdc42 wt GTP = modulators of GTP binding to wildtype Cdc42, primary screen, biochemical, multiplex bead flow cytometry, Bodipy-GTP; Cell division control protein 42 homolog (Homo sapiens), P60953; GST-Cdc42 beads; actives lie on both sides; percent activity (GTP binding), % at 10 µM; 190,000 compounds, 0.2% hits; AID 761, 2007;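 active means percent activity GTP binding at least 20 points away from the 100% baseline, either down as inhibitor or up as activator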;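 further: median bead fluorescence of bound Bodipy-FL-GTP at 100 nM; 0% = excess unlabeled GTP control and 100% = no compound control; below 100% means less GTP binding so inhibitor and above means activator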
Target sequence (P60953 whole entry, looked up): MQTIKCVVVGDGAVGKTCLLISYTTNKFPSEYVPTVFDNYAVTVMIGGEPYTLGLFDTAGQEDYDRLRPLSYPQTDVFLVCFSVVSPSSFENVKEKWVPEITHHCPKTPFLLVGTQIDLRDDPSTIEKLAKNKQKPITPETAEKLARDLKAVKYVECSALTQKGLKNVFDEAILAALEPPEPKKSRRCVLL
Rac1 wt GTP bind = wildtype Rac1 GTP binding modulators, primary screen, biochemical, GST-Rac1 beads, flow cytometry, multiplex; Ras-related C3 botulinum toxin substrate 1 (Homo sapiens), P63000; 190,000 compounds, 0.27% hits; AID 757, 2007; fluorescent GTP binding; actives lie on both sides; 0 = cold GTP competed, 100 = untreated; GTP binding activity (% of control), % at 10 µM;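 active means GTP binding activity at least 20 points away from the 100% control level, either lower or higher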
Bim-Bcl-XL = inhibitors of Bim-Bcl-XL binding, primary screen, biochemical, multiplexed, bead flow cytometry, human Bcl-XL; Bcl-2-like protein 1 (Homo sapiens), Q07817; Bim peptide-Bcl-XL binding, fluorescence; inhibition, % at 10 µM; 190,000 compounds, 0.04% hits; AID 1007, 2008
Target sequence (Q07817 whole entry, looked up): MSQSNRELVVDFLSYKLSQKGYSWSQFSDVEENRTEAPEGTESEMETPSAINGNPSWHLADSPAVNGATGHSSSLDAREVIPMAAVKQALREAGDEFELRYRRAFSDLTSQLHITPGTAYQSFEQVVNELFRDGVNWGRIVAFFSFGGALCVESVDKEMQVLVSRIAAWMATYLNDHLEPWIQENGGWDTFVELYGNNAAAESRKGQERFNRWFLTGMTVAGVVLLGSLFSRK
Bcl-W Bim block = inhibitors of Bim binding to Bcl-W, primary screen, biochemical, multiplexed, bead-based flow cytometry. AID 952, 2007. inhibition, % at 10 µM. Bim peptide-Bcl-W binding. 190,000 compounds, 0.02% hits. Bcl-2-like protein 2 (Homo sapiens), Q92843;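 further: 0% = bound tracer without compound and 100% = peptide blocker; higher means less fluorescent Bim peptide bound to Bcl-W beads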
Target sequence (Q92843 whole entry, looked up): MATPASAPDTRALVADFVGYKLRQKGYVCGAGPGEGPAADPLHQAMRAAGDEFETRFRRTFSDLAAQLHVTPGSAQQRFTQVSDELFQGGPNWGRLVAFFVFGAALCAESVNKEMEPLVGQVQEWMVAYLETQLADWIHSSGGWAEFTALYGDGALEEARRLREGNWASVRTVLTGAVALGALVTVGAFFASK
Bcl-B Bim block = inhibitors of Bim-Bcl-B binding, primary screen, biochemical, multiplexed, human Bcl-2 family. bead-based flow cytometry, Bim peptide-Bcl-B binding. inhibition, % at 10 µM. 190,000 compounds, 0.073% hits. AID 951, 2007;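 further: 0% = tracer peptide without compound and 100% = reference inhibitor peptide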
Bim-Bcl-2 = inhibitors of Bim-Bcl-2 binding, primary screen, biochemical, multiplexed, human Bcl-2 family; inhibition, % at 10 µM; Bead-based flow cytometry, Bim peptide-Bcl-2 binding; AID 950, 2007; Apoptosis regulator Bcl-2 (Homo sapiens), P10415; 190,000 compounds, 0.06% hits; in the data active means inhibition above about 40%;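 further: 0% = no compound wells with probe peptide and 100% = reference peptide inhibitor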
Target sequence (P10415 whole entry, looked up): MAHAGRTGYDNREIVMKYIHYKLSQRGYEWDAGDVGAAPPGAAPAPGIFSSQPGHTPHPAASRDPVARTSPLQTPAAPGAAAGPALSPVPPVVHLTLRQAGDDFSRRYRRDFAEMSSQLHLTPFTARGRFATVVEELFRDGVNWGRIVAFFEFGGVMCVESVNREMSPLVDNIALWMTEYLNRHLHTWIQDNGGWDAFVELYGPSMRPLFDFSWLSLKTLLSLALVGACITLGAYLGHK
Rab2 wt GTP = modulators of GTP binding to Rab2A wildtype, primary screen, biochemical, dog, bead-based flow cytometry, multiplex | 190,000 compounds, 0.19% hits | GST-Rab2 wt beads, Bodipy-GTP binding | AID 760, 2007 | Ras-related protein Rab-2A (Canis lupus familiaris), P61105 | GTP binding activity, % at 10 µM;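 active means GTP binding activity at least 20 points away from 100%, either lowered or raised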;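 further: 0% = beads with excess unlabeled GTP and 100% = no-compound control corrected for plate trend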
Bfl-1 Bim block = inhibitors of Bim binding to Bfl-1, primary screen, biochemical, multiplexed, bead-based flow cytometry; Bim-Bfl-1 binding inhibition; inhibition, % at 10 µM; 190,000 compounds, 0.12% hits; AID 1008, 2008;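 further: 0% = wells without compound plus tracer and 100% = blocker peptide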
* marks the source's active call; other numbers are inactive results. Unless noted, no stated cut-off is given here; in the data, active means inhibition above about 40%.

SMILES	HRas wt GTP bind	Rab7 wt GTP bind	Rac1 mut GTP	Cdc42 wt GTP	Rac1 wt GTP bind	Bim-Bcl-XL	Bcl-W Bim block	Bcl-B Bim block	Bim-Bcl-2	Rab2 wt GTP	Bfl-1 Bim block
Cc1ccccc1NC(=O)c1ccc(-n2cncn2)nc1	102	102	101	101	104	-9	-1	-7	-13	103	-14
CC(C)(C)OC(=O)N1CC(O)CC1C(=O)OCC(=O)c1ccccc1 (stereo not given)	102	95	100	104	103	-3	-3	-3	0	100	0
Cc1ccc(Cn2ccc(=O)c(Cc3c(Cl)cccc3Cl)c2C)cc1	101	97	100	102	100	1	-1	0	0	99	-1
c1ccc(CN(Cc2cccs2)C(c2cccs2)c2nnnn2C2CCCC2)cc1 (stereo not given)	97	95	97	97	96	-3	1	-4	-4	94	-13
O=C(Nc1ccc(Cl)cc1)N1CCc2[nH]c3ccccc3c2C1	95	92	92	93	92	0	3	3	-1	92	0
CCOC(=O)CSc1nc2sc(C)c(C)c2c(=O)n1N	99	96	99	100	102	-3	-1	-5	-1	97	-1
C=CCc1cc(Cl)ccc1OCCNCCOC	97	101	94	97	98	-5	-1	-2	-3	98	-7
O=C(c1cnccn1)N(Cc1ccco1)C1(C(=O)NC2CCCC2)CCCCC1	99	97	99	97	111	-1	2	-4	-2	98	-10
O=C(C1CCC(=O)N1Cc1ccccc1Cl)N1CCN(c2ccc(F)cc2)CC1 (stereo not given)	99	96	97	98	97	0	-4	-5	-4	97	-2
Cc1cc(C)c(C#N)c(SCC(=O)Nc2nnc(-c3ccccc3)s2)n1	102	104	99	104	104	-2	0	-4	1	101	-6
Cc1cccc(NC(=O)COc2ccccc2C)n1	104	100	101	103	100	0	3	0	1	101	-1
CCN1C(=O)/C(=C\c2ccc(F)cc2)N=C1SCC(=O)NCc1ccco1	101	96	99	100	107	-2	-1	0	0	98	1
O=C(O)CCN1C(=O)c2ccc(Oc3ccc4c(c3)C(=O)N(CCC(=O)O)C4=O)cc2C1=O	101	102	98	101	100	-6	8	-4	0	100	-9
CCCn1c(=O)c(C(=O)Nc2ccccc2C(=O)OC)c(O)c2ccccc21	99	96	99	100	104	-1	-3	-1	-6	96	-4
Cc1nc2c(C(=O)N3CCOCC3)cnn2c(C)c1Cc1cccc(Cl)c1	102	102	100	104	106	-7	-1	-7	-11	103	-16
COc1ccc(CC(=O)N2CC3(C)CC2CC(C)(C)C3)cc1OC (stereo not given)	101	97	100	101	100	0	0	0	-1	103	0
Cc1ccc(N2CC(C(=O)Nc3ccc4c(c3)OCCO4)CC2=O)cc1 (stereo not given)	106	108	100	106	104	0	-1	-1	5	106	0
CCN(C(=O)c1ccc2c(Cl)c3c(nc2c1)CCC3)c1cccc(C)c1	100	95	97	97	103	-6	-6	-13	0	100	-3
COc1ccc(CCNc2oc(COc3ccc(Br)cc3)nc2C#N)cc1OC	99	101	98	99	103	-5	-3	-11	-9	98	-8
CCCCC/C(=N\NC(=O)CCC(=O)NCc1ccccc1)c1ccccc1	103	100	100	103	104	-6	-2	-2	0	100	0
c1ccc(Nc2nc(N3CCCC3)nc(N3CCCC3)n2)cc1	104	102	100	103	108	-3	0	-15	-11	100	-9
CCC(=O)n1nc(-c2ccccc2)nc1N	101	101	98	101	100	0	-1	-1	2	99	-1
O=C(O)CCCNC(=O)/C(=C\c1ccc(Cl)cc1)NC(=O)c1ccc(Br)cc1	98	98	99	106	97	-1	-2	-2	0	94	-4
COc1ccc(C(=O)/C=C(\N)C(F)(F)F)c(O)c1	101	97	101	103	105	1	0	-2	-2	99	-4
CCOc1ccc(N2C(=O)CC(Sc3ccccc3C(=O)O)C2=O)c([N+](=O)[O-])c1 (stereo not given)	93	98	91	92	94	-7	-2	-4	-2	93	11
COC(=O)C1=C(C)N(Cc2ccco2)C(=O)N[C@H]1c1ccccc1	101	99	98	103	105	-2	0	-2	3	103	-2
CS(=O)(=O)N1N=C(c2ccco2)CC1c1ccc(Cl)cc1Cl (stereo not given)	98	99	94	102	101	-6	-5	-6	-7	97	-5
Cc1ccc(CNC(=O)C(=O)NCC(c2ccco2)N2CCOCC2)cc1 (stereo not given)	100	103	100	101	104	-4	-5	-10	-5	101	-10
C[N+](C)(C)CCN(Cc1ccc(Cl)cc1)c1ccccn1	97	92	95	100	95	0	1	0	1	95	0
C[n+]1ccccc1N1CCN(c2ccccc2Cl)CC1	102	102	100	99	104	-5	0	-9	-2	100	0
COc1cc2c(cc1NC(=S)NC(=O)c1c(OC)cccc1OC)oc1ccccc12	102	100	100	101	101	-7	-4	-8	-11	101	-15
O=C(NNC(=O)c1sccc1-n1cccc1)c1ccc(F)cc1	97	102	93	97	98	-3	0	-2	-1	98	-5
Cc1ccc(C)c(NS(=O)(=O)c2cc(C(=O)Nc3cccc(N(C)S(C)(=O)=O)c3)ccc2C)c1	104	102	103	106	107	-17	0	-6	-9	105	-9
O=C(C1=C(O)/C(=C/c2ccc(O)cc2)CCC1)C(F)(F)F	104	101	100	103	108	-3	0	-4	13	103	0
O=C(Cn1c(SCC(=O)N2CCc3ccccc32)nc2ccccc21)NC1CCCC1	97	98	96	97	99	15	7	-12	5	98	15
Cc1cc(C=NCCO)c(C)n1-c1cc(Cl)ccc1Cl	96	96	94	102	99	0	0	-2	-2	97	-5
COCCNC(=O)c1ccc(-n2c(SCc3cccnc3)nc3ccccc3c2=O)cc1	101	107	97	101	101	-1	-4	-4	1	99	-6
COC(=O)C1C(=O)/C(=C(/C)N2CCCC2)C(=O)CC1(C)C (stereo not given)	105	106	104	106	114	-2	4	-4	-1	104	-7
CC(C)c1ccc(OCC(O)Cn2cnc3ccccc32)cc1 (stereo not given)	91	91	94	90	93	-1	0	0	-2	92	-1
CCOc1ccc(NC(=O)C2C3CCC4C(CCC32)C4(Cl)Cl)cc1 (stereo not given)	93	103	93	95	95	-1	-5	-2	-2	94	-5
CC(C)NC(=O)c1onc(CSc2cccc(Cl)c2)c1C(=O)O	97	97	92	96	94	-8	0	-8	-9	95	-12
O=C(CSc1nnc(-c2ccco2)n1Cc1ccccc1)NC(=O)NCc1ccccc1	105	107	99	103	100	0	0	3	-2	106	1
O=C(NC1CCCCCC1)c1ccccc1-c1ccccc1	98	102	99	100	102	-10	-3	-9	-6	98	-9
CCOc1ccc(C)cc1S(=O)(=O)n1nc(C)cc1C	101	109	95	98	102	-3	-2	0	-1	104	-2
COc1ccc(Nc2nc3ccccc3n3nnnc23)cc1	102	101	99	101	103	-2	-1	-3	-9	100	-10
CCCc1cc(=O)[nH]c(SCC(=O)N2CCC(C(=O)OCC)CC2)n1	101	102	99	98	103	-9	-2	-3	-9	97	-11
Cc1c(-n2c(SCC(=O)C(C)(C)C)nc3ccccc3c2=O)c(=O)n(-c2ccccc2)n1C	99	94	95	98	97	-3	-1	-6	0	96	-3
CCCC1=NN2C(=N)/C(=C\c3cc(C)n(-c4cccc(C)c4)c3C)C(=O)N=C2S1	89	92	89	88	93	-9	-8	-7	2	86	-9
CCN1CCN(CC(=O)N2CCCC(C(=O)c3ccc(Oc4ccccc4)cc3)C2)CC1 (stereo not given)	96	96	95	100	103	-2	-1	0	-3	98	-6
Cc1cc(C)c2nc(NC(=O)[C@@H](NC(=O)c3cccc(S(=O)(=O)N4CCOCC4)c3)C(C)C)sc2c1	103	103	102	103	105	-4	-1	-4	0	100	0
(next part)
SMILES	HRas wt GTP bind	Rab7 wt GTP bind	Rac1 mut GTP	Cdc42 wt GTP	Rac1 wt GTP bind	Bim-Bcl-XL	Bcl-W Bim block	Bcl-B Bim block	Bim-Bcl-2	Rab2 wt GTP	Bfl-1 Bim block
O=C1CC(c2ccccc2)n2nc(NC(=O)c3cccs3)nc2N1 (stereo not given)	101	99	100	104	102	-11	-1	-8	-7	101	-13
O=C(Nc1nc(-c2cccnc2)cs1)c1cccc([N+](=O)[O-])c1	98	110	95	97	99	0	-3	-2	-2	99	-5
COCCn1c(C)cc(C(=O)COC(=O)c2c(C)nn(Cc3ccccc3)c2C)c1C	100	99	98	103	104	-2	2	-2	-10	101	-10
COc1ccccc1C(=O)NNC(=O)c1ccc(NC(=O)C(C)C)cc1	99	106	96	96	99	2	0	0	0	99	-2
COc1ccc(N2C(=O)C(Cl)=C(Nc3ccccc3O)C2=O)cc1	97	97	95	97	97	35	27	26	17	96	25
CCOc1cc(/C=N/NC(=O)C(=O)NCc2cccnc2)ccc1O	98	102	95	99	99	0	4	0	-3	97	-2
Nc1nc(CN2CCN(Cc3ccccc3)CC2)nc(Nc2ccc3c(c2)OCCO3)n1	103	100	104	105	109	-3	-3	-11	-10	103	-16
COc1ccc(Nc2nnc(SCC(=O)Nc3cc(C)on3)s2)cc1	98	93	97	100	99	-1	-1	-4	-3	96	-10
O=C1C2C(c3ccccc3)=NN(c3ccccc3)C2C(=O)N1c1ccccc1 (stereo not given)	99	98	102	102	106	-6	-4	-10	-4	97	0
O=C(c1ccc(Cl)s1)N1CCCC1	97	91	95	96	94	-2	-1	0	-3	96	-1

Whole records from above. Order of screens: HRas wt GTP bind | Rab7 wt GTP bind | Rac1 mut GTP | Cdc42 wt GTP | Rac1 wt GTP bind | Bim-Bcl-XL | Bcl-W Bim block | Bcl-B Bim block | Bim-Bcl-2 | Rab2 wt GTP | Bfl-1 Bim block
`COCCn1c(C)cc(C(=O)COC(=O)c2c(C)nn(Cc3ccccc3)c2C)c1C` across the screens: 100 | 99 | 98 | 103 | 104 | -2 | 2 | -2 | -10 | 101 | -10
`COc1ccc(N2C(=O)C(Cl)=C(Nc3ccccc3O)C2=O)cc1` across the screens: 97 | 97 | 95 | 97 | 97 | 35 | 27 | 26 | 17 | 96 | 25

Carrying on.
SMILES	HRas wt GTP bind	Rab7 wt GTP bind	Rac1 mut GTP	Cdc42 wt GTP	Rac1 wt GTP bind	Bim-Bcl-XL	Bcl-W Bim block	Bcl-B Bim block	Bim-Bcl-2	Rab2 wt GTP	Bfl-1 Bim block
O=C(Nc1ccc(Cl)c(Cl)c1)C1CC(=O)N(c2ccc(Br)cc2)C1 (stereo not given)	97	97	97	98	99	-6	-5	-6	-3	95	-1
CN(C(=O)COc1ccccc1C(=O)NCCc1ccccc1)c1ccccc1	102	100	101	101	103	-11	-6	-9	-8	104	-2
COc1ccc(/C(N)=N/OC(=O)CCCc2ccccc2)cc1	101	104	99	101	101	-2	-1	-1	0	100	0
CCn1cc([N+](=O)[O-])c(C(=O)Nc2ccc(Cn3nc(C)cc3C)cc2)n1	96	98	94	97	97	-2	1	-6	-6	93	-9
Cn1c(COc2ccc3ccccc3c2)nnc1SCC(=O)O	96	97	94	97	98	9	1	-1	-6	96	-5
